Bioassay records as filed in PubChem BioAssay.
IDE cell activ: activators of human insulin-degrading enzyme in cells. P14735. HEK cells, FAbeta-B cleavage, fluorescence polarization; 0% vehicle, 100% cell-free pure enzyme wells. activation, % at 5.96 µM. 340,000 tested, 0.073% active. AID 493087;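 active = activation above the mean of all tested compounds plus 3 SD, set per screening campaign, cut at about 17% in these data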
Target sequence (P14735 whole entry, looked up): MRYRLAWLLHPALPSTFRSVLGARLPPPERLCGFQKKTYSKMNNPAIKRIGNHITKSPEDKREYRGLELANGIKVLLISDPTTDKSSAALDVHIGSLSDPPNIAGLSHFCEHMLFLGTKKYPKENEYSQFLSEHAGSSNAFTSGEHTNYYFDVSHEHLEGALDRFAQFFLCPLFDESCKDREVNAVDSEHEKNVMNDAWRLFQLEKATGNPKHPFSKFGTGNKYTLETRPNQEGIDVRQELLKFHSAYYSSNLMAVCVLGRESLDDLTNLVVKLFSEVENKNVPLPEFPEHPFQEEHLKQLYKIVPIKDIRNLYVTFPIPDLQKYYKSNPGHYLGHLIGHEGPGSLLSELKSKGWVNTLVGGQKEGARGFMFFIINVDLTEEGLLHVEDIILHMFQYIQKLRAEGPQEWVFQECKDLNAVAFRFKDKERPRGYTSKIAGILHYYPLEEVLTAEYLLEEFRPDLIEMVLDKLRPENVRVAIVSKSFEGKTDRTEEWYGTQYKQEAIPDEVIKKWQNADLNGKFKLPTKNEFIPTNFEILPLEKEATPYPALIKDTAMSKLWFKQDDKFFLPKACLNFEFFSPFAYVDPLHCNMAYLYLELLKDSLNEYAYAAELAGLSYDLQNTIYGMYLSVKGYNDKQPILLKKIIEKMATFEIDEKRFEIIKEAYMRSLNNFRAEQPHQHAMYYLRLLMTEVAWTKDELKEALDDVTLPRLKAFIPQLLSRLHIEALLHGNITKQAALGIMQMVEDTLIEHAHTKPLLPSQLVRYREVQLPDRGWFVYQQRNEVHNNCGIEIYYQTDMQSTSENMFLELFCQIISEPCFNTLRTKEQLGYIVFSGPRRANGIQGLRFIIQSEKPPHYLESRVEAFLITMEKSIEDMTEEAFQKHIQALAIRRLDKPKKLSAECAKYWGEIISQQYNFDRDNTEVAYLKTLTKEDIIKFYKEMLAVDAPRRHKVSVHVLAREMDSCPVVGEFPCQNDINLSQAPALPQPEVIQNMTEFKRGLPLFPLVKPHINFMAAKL
IDE inh: inhibitors of human insulin-degrading enzyme in cells. P14735. HEK cells, FAbetaB cleavage, fluorescence polarization. inhibition, % at 5.59 µM. 320,000 tested, 0.41% active. AID 434962;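 active = percent inhibition above the average of all tested compounds plus 3 SD, set per screening campaign, cut at about 16% in these data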;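 note: IDE supplied by intact live HEK cells; FP after avidin binding of uncleaved biotin substrate so inhibition keeps polarization high; 0% = DMSO wells and 100% = 60 µM reference IDE inhibitor Ii1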
p-CIP stab down: compounds decreasing mouse p/CIP protein stability | Q05BA5 | F442A p/CIP-EGFP cells, EGFP fluorescence, 16 h | decrease of EGFP signal, % at 10 µM | 290,000 tested, 0.01% active | AID 1984;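 active = EGFP signal decrease of at least 30% at 10 µM or well 3 SD below plate mean, unless failing retest; inactive = the rest, including hits failing retest or dose response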; note: some compounds called inactive have numbers as strong as hits; many of its hits are not listed in these tables
MEKK2mut PB1 HTS: signal of MEK5 binding to mutant human MEKK2 PB1 domain; bead flow cytometry, Alexa488-MEK5 binding to MEKK2 mutant; percent response, % at 10 µM; 290,000 tested, 0.35% active; AID 1530; in the data active = percent response above about 24%, passing the limit was not always enough; note: inactives centre near 1; some results filed as inactive read as strong as hits; reference of the scale not given here
NALP1 inh: NALP1 inhibition | AID 2071 | S. cerevisiae NALP1/ASC/caspase-1 growth, X-gal OD620, 72 h | 280,000 tested, 0.61% active | inhibition, % at 10 µM; in the data active = inhibition mostly above about 24%, no sharp cut-off; inactive = mostly below about 32%; note: some compounds called inactive have numbers as strong as hits
MEKK2wt PB1 HTS: raises or lowers MEK5 binding to wildtype human MEKK2 PB1 domain; bead flow cytometry, Alexa488-MEK5 binding to MEKK2 WT; actives lie on both sides; binding response (% of control), % at 10 µM; 290,000 tested, 1.1% active; Q9Y2U5; in the data active = binding response below about 67% or above about 130%
M18AAP inhibitor: blocks P. falciparum M18 aspartyl aminopeptidase. recombinant PfM18AAP, H-Glu-NHMec fluorogenic cleavage. inhibition, % at 7.35 µM. 290,000 tested, 1.2% active;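 active = inhibition above the campaign mean inhibition over all tested compounds plus 3 SD, cut at about 28% in these data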;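 note: 0% = plate median of test compound wells and 100% = 2 mM ZnCl2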
MEKK3 PB1 HTS: raises or lowers MEK5 binding to the human MEKK3 PB1 domain; 290,000 tested, 1.4% active; Q99759; bead-based flow cytometry, Alexa488-MEK5 binding to MEKK3; actives lie on both sides; 0 = blocked by unlabeled MEK5, 100 = vehicle; binding response (% of control), % at 10 µM; AID 1529;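 active = binding response more than 3 SD above or below the average of its plate-row segment, actives on both sides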;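 note: Alexa488 bead fluorescence after subtracting the streptavidin-only scavenger bead signal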
UBC9 SUMO inh: blocks human SUMOylation mediated by UBC9; P63279; HTRF SUMOylation assay, SAE1/SAE2 + UBC9, in vitro; inhibition, % at 35 µM; 290,000 tested, 0.36% active; AID 2006; in the data active = inhibition above about 50%, passing the limit was not always enough; note: strong numbers were not always called active
The depositor's hits bear a star; . = no result given.

SMILES	IDE cell activ	IDE inh	p-CIP stab down	MEKK2mut PB1 HTS	NALP1 inh	MEKK2wt PB1 HTS	M18AAP inhibitor	MEKK3 PB1 HTS	UBC9 SUMO inh
O=C(CN1CCCC1)Nc1ccc(OCc2ccccc2)cc1	7	-3	0	-3	14	98	4	83	12
Cc1ccc(C2NC(=S)NC3=C2C(=O)CC(C)(C)C3)cc1 (stereo not given)	5	3	-17	2	26	100	-10	97	-13
Cc1cccc(N2CCN(S(=O)(=O)c3c(C)[nH]c(C)c3C(=O)N3CCCC3)CC2C)c1 (stereo not given)	-5	5	-9	0	11	98	5	96	2
O=C(NC(Nc1nc2ccc([N+](=O)[O-])cc2s1)(C(F)(F)F)C(F)(F)F)c1ccccc1	2	0	-10	-5	27	92	9	98	1
O=C(Nc1ccccc1)c1cccc(=O)o1	1	-2	-4	4	6	102	4	104	14
CC(C)CC(CC(C)C)=NNC(=O)c1ccc2c(c1)OCO2	3	0	-18	-5	-2	97	0	99	-4
Cc1cc(N2C(=O)C3CC=CCC3C2=O)cc(C)c1Br (stereo not given)	0	0	0	9	7	106	1	101	19
Cn1c(NCc2ccccc2)nc2c1c(=O)n(Cc1ccc(Br)cc1)c(=O)n2C	-3	0	-6	15	7	112	3	116	6
C=CCn1c(SCC(=O)Nc2cc3oc4ccccc4c3cc2OC)nnc1-c1cnccn1	-2	-7	2	11	17	140*	7	110	-22
O=S(=O)(Cc1ccccc1)N1CCCCCC1	4	4	-2	-1	28	99	-7	102	1
c1ccc(C(c2nnnn2Cc2ccco2)N2CCN(C3CCCC3)CC2)cc1 (stereo not given)	3	-2	-13	1	25	97	4	95	3
CC(C)NC(=O)c1ccc2c(c1)N(CC(=O)N1CCCC1)C(=O)C(C)(C)O2	0	-2	-11	3	13	104	1	104	-1
CCOC(=O)c1[nH]c(COC(=O)c2ccccc2NC(=O)c2ccco2)c(C(=O)OCC)c1C	0	-2	-3	0	7	96	-12	106	3
CCNC(=O)NC(=O)C(C)OC(=O)c1oc2ccc(OCC)cc2c1C (stereo not given)	-1	3	-2	-5	14	91	0	91	8
O=[N+]([O-])c1cnccc1Nc1ccc(F)cc1	-1	4	6	2	6	105	9	100	16
CC(NC(=O)Cc1ccc(Br)cc1)c1ccccc1 (stereo not given)	3	4	-5	1	-6	98	-4	96	4
Cc1cc(C)n(-c2nc(SCC(=O)O)c3c4c(sc3n2)COC(C)(C)C4)n1	1	-5	-9	4	-14	105	4	102	14
Cc1nc(N2CCOCC2)c2c(C)c(C(=O)Nc3ccccc3C(F)(F)F)sc2n1	0	-2	-6	-3	14	91	-3	101	13
CCCC1Cc2[nH]c(=O)c(C#N)cc2CO1 (stereo not given)	-10	10	-3	-5	.	94	-7	94	28
N#Cc1c(SC(C(=O)O)c2ccccc2)nc2c(c1-c1cccs1)CCCC2 (stereo not given)	-3	2	-10	3	-6	98	4	101	20
CC(C)n1c(NCc2c[nH]c3ccccc23)nc2ccccc21	-8	3	-5	.	-18	.	2	.	7
Cc1cc(C)cc(NC(=O)c2sc3nc(C)cc(C)c3c2N)c1	3	0	-6	5	15	105	-4	102	13
CN(CC(=O)N1CCCc2c1c(=O)oc1ccc(O)cc21)Cc1ccccc1	3	-1	-1	-4	26	98	6	98	10
Cc1cccc2sc(N(CCCN(C)C)C(=O)c3ccc(C(=O)c4ccccc4)cc3)nc12	4	10	5	33*	5	168*	-9	106	-8
C(=N\N1CCOCC1)/c1cccs1	-3	2	-6	1	14	104	3	105	17
O=C1CCCN1CCCNc1ccc2nnc(CCC(=O)N3CCN(c4ccccc4)CC3)n2n1	-1	2	-1	3	-17	100	9	100	4
CCN(Cc1ccccc1)c1ccc(/C=N/NC(=O)c2cccc(S(=O)(=O)N3CCOCC3)c2)cc1	3	-4	-18	0	18	103	9	102	46
CCN(CC)CC(C)(C)NS(=O)(=O)c1ccc(Cl)cc1	4	2	-3	-1	15	96	-8	97	12
COc1ccc(C2Nc3ccccc3C(=O)N2c2ccccc2)cc1CSc1ccccn1 (stereo not given)	0	7	-6	0	10	102	-1	126	8
CCOc1ccccc1OCCCC(=O)NCCc1ccc(S(N)(=O)=O)cc1	-4	3	-10	-2	-3	100	1	100	1
CCc1ccc(N2C(=O)CC(NNc3nc4ccccc4s3)C2=O)cc1 (stereo not given)	5	-1	3	10	19	109	17	105	-11
CSc1ccc(/C=C(\NC(=O)c2ccco2)C(=O)N2CCCCC2)cc1	7	.	4	-5	12	94	1	98	2
Nc1nonc1-n1nnc(C(=O)N/N=C/c2ccc(OCc3ccccc3F)cc2)c1CN1CCCCC1	-7	0	-5	-9	30	93	-6	96	10
CCCN(CCC)S(=O)(=O)c1ccc(C(=O)Nc2nnc(-c3cccc(OC)c3)o2)cc1	0	2	-4	-3	28	52	-11	58	21
CCOc1ccccc1N1CCN(C(=O)c2ccncc2)CC1	2	2	-7	5	1	101	2	103	-9
Cc1ccc(N=C2C(=O)Nc3c(C)cccc32)cc1	4	3	-23	10	22	100	0	102	8
CCn1c2ccccc2c2cc(Nc3cc(C)nc4ncnn34)ccc21	1	4	-13	-2	13	96	-1	97	14
CC(C)CNC(=O)c1oc2ccccc2c1COc1ccccc1	-5	0	7	-3	36	85	-2	82	-15
COc1ccc(-c2cc(C(=O)NC3CCCC3)c3ccccc3n2)cc1	4	-4	-7	-1	-3	97	1	101	22
COc1ccc(CN2CCN(C(=O)CCC(=O)Nc3nnc(CC(C)C)s3)CC2)cc1F	-2	-1	-3	-1	15	99	0	102	-11
CCN(CC)C1CCN(C(=O)c2cc(COc3ccccc3SC)on2)C1 (stereo not given)	-5	0	-11	3	17	104	-3	104	10
COC(=O)CSc1nccc(-c2cccs2)n1	3	-5	-5	3	4	104	11	109	12
CCCCc1ccc(Nc2ncnc3nc[nH]c23)cc1	2	1	-22	.	-51	.	-4	.	12
COc1ccccc1C(CNc1ccc(S(=O)(=O)N2CCCC2)cc1[N+](=O)[O-])N(C)C (stereo not given)	6	7	-18	0	7	103	1	101	1
O=C(NNC(=O)C1CC1)c1ccccc1[N+](=O)[O-]	3	.	3	-4	-8	98	1	96	0
Clc1cccc(/C=N/Nc2nc(Cl)nc3ccccc23)c1	-2	2	-11	-8	14	86	17	91	27
COc1ccc(C(=O)Nc2ccccc2C(=O)N2CCOCC2)cc1	3	4	2	-6	10	94	0	100	0
CCOC(=O)c1c(S(=O)(=O)NCC(C)c2ccccc2)c(C)n(C)c1C (stereo not given)	7	5	-1	-9	24	87	-3	92	2
COc1ccc(-n2nc3cc(C)c(NC(=O)C(C)C)cc3n2)cc1	.	.	-1	-9	20	89	3	92	9
CCOC(=O)C(C)Oc1ccc(=O)n(-c2ccccc2)n1 (stereo not given)	3	2	-9	1	12	98	12	90	0
COc1ccc(CCNC(=O)C(=O)NCC2OCCN2S(=O)(=O)c2ccccc2)cc1 (stereo not given)	-3	1	-13	4	1	97	10	102	3
Cc1ccc(S(=O)(=O)NC(C)(C)CSc2ncccn2)cc1	5	-7	-4	-7	2	89	-6	92	-6
Fc1ccc(-c2cnc(-c3cccs3)o2)cc1	0	-4	0	0	0	99	-17	102	13
O=Cc1ccccc1OCCN1CCCC1=O	4	-3	-4	0	7	105	1	104	19
Cc1ccc2c(CC(=O)OCc3nc(N)nc(Nc4ccccc4C)n3)coc2c1	-3	-4	2	4	-20	101	-3	117	-17
Cc1ccc2nc(C)cc(SCC(=O)N/N=C/c3ccco3)c2c1	5	-1	-9	6	21	103	-2	103	14
CSCCC(NC(=O)c1ccccc1Cl)C(=O)NC1CCN(Cc2ccccc2)CC1 (stereo not given)	-1	0	3	-10	12	84	-12	80	-1
O=C1c2ccccc2NC(c2ccco2)N1O (stereo not given)	0	-6	4	1	1	95	2	102	0
O=C(O)c1ccc(S(=O)(=O)N2CCSCC2)cc1	0	2	-11	2	30	109	-12	106	6
CC(C)c1ccc(NC(=O)C(c2ccccc2)N2CCC3(CC2)OCCO3)cc1 (stereo not given)	3	2	0	2	15	105	2	102	-34

Ordered by the number under MEKK2mut PB1 HTS (low to high): 3 of the compounds above
SMILES	IDE cell activ	IDE inh	p-CIP stab down	MEKK2mut PB1 HTS	NALP1 inh	MEKK2wt PB1 HTS	M18AAP inhibitor	MEKK3 PB1 HTS	UBC9 SUMO inh
CCNC(=O)NC(=O)C(C)OC(=O)c1oc2ccc(OCC)cc2c1C (stereo not given)	-1	3	-2	-5	14	91	0	91	8
Fc1ccc(-c2cnc(-c3cccs3)o2)cc1	0	-4	0	0	0	99	-17	102	13
Cc1ccc2c(CC(=O)OCc3nc(N)nc(Nc4ccccc4C)n3)coc2c1	-3	-4	2	4	-20	101	-3	117	-17

Back to the main list, repeating the four entries before the break.
SMILES	IDE cell activ	IDE inh	p-CIP stab down	MEKK2mut PB1 HTS	NALP1 inh	MEKK2wt PB1 HTS	M18AAP inhibitor	MEKK3 PB1 HTS	UBC9 SUMO inh
CSCCC(NC(=O)c1ccccc1Cl)C(=O)NC1CCN(Cc2ccccc2)CC1 (stereo not given)	-1	0	3	-10	12	84	-12	80	-1
O=C1c2ccccc2NC(c2ccco2)N1O (stereo not given)	0	-6	4	1	1	95	2	102	0
O=C(O)c1ccc(S(=O)(=O)N2CCSCC2)cc1	0	2	-11	2	30	109	-12	106	6
CC(C)c1ccc(NC(=O)C(c2ccccc2)N2CCC3(CC2)OCCO3)cc1 (stereo not given)	3	2	0	2	15	105	2	102	-34
CC1CCN(S(=O)(=O)c2ccc3c4c2CC(=O)N4CC(C)S3)CC1 (stereo not given)	4	8	-8	-1	3	94	6	94	9
O=C1CCCCC1C(=O)c1ccccc1 (stereo not given)	.	3	2	-4	-9	99	0	101	13
OCCCNC(c1ccccc1)c1ccc(O)cc1 (stereo not given)	0	4	-1	-1	10	97	3	95	22
COc1ccccc1N(C)S(=O)(=O)c1ccc(C(=O)NCc2ccc3c(c2)OCO3)cc1	6	3	6	6	6	105	5	105	8
CNC(=O)c1cc(C)c(-c2ccccc2)s1	3	1	4	9	35	104	7	104	2
CCc1cccc(CC)c1NC(=O)c1cccc(NC(=O)c2ccccc2)c1	1	0	4	0	5	90	-10	100	3
CCOc1ccc2nc(NC(=O)C3CCCN(S(=O)(=O)c4cccs4)C3)sc2c1 (stereo not given)	-9	-5	-8	-4	5	100	-1	102	-15
CCOC(=O)C1CCCN(S(=O)(=O)c2ccc(Br)c(OC)c2)C1 (stereo not given)	1	4	-4	7	7	105	3	107	-4
COc1ccc(C2C(C#N)=C(N)Oc3c2oc(CO)cc3=O)c(OC)c1OC (stereo not given)	1	-3	-1	-3	10	94	5	96	15
CCn1ncc(/C=C/C(=O)c2ccccc2)c1C	-2	2	-20	1	27	104	6	102	-11
CNC(=O)c1cc2ccc(OC)cc2oc1=O	-1	0	2	-1	10	95	-5	100	15
O=C(CN1C(=O)/C(=C\c2ccccc2Br)Oc2ccccc21)NCCCN1CCOCC1	6	-4	6	4	4	116	0	97	23
Cc1cc(OCC(=O)N2CCC(C(N)=O)CC2)c2c(C)cc(=O)oc2c1	0	5	-6	0	11	99	-1	98	41
O=C(NC(=S)Nc1cc([N+](=O)[O-])ccc1O)c1cccnc1	2	2	1	-5	-19	94	0	99	5
CC(=N/O)/C(=N\O)c1ccc(C)o1	0	2	-4	3	-14	104	-4	100	5
O=C(C[n+]1ccccc1)c1ccc(-c2ccccc2)cc1	-9	7	-1	1	6	121	-1	122	4
Cc1ccc(NC(=O)NC2CCCN2S(=O)(=O)c2ccc(Cl)cc2)cc1 (stereo not given)	6	1	1	11	12	104	1	103	13
CCOc1ccc(OCC)c(NC(=O)CSc2nnc(C3CC3)n2CC)c1	2	-2	-12	-2	-3	93	0	94	8

This is a subset; the hit share may differ from the screen's.
